Source: PubChem (several laboratories)
TMEM16A act = mouse TMEM16A channel activation, primary screen. Q8BHY3. HEK293 TMEM16A/YFP-H148Q/I152L, iodide quench fluorescence; stronger effect = lower value. B-score at 10 µM. 340,000 tested, 0.3% active;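 active means fluorescence-ratio B-score plate-corrected deviation score at least 3 library SD below zero, with starting fluorescence score within 5 deviations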;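 further: channel opened by trigger with iodide after compound preincubation; score built on the fluorescence ratio of max minus min over baseline; more negative score means more quench and so TMEM16A activation or potentiation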
RGS4 inh = human RGS4 inhibition | P49798 | HEK293 M3R/RGS4 inducible, Fluo-4 calcium flux; stronger effect = higher value; triggered by carbachol at its EC20 | B-score at 10 µM | 310,000 tested, 0.45% active | AID 463165;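 active means B-score, a plate-corrected calcium signal, over three deviations above library mean, with baseline fluorescence within five deviations of library mean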;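 further: RGS4 expression induced by doxycycline in cells with stable M3 receptor; B-score is computed from the integrated fluorescence ratio over baseline after carbachol; higher B-score means a larger calcium signal and so more RGS4 inhibition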
RGS4 pot = potentiators or activators of RGS4. HEK293 M3R/inducible RGS4, carbachol calcium flux Fluo4; stronger effect = lower value. B-score at 10 µM. AID 463111. 310,000 tested, 0.92% active;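 active means B-score of the integrated calcium signal more than 4 SD below the library mean, with starting fluorescence not abnormally high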;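 further: negative B-score means reduced calcium response which marks RGS4 activation or potentiation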
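Test system: HEK293 cells with stable M3R and inducible RGS4; also added: carbachol at ECmax as muscarinic agonist stimulus; schedule: dye loading 30 min 37 °C, buffer rest 30 min RT; technique: kinetic calcium fluorescence imaging with Fluo4-AM dye, 2 µM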
KCNQ1 inh = inhibitors of human KCNQ1 potassium channel. P51787. B-score at 10 µM. 310,000 tested, 1.3% active. CHO-K1 KCNQ1, FluxOR thallium flux fluorescence; stronger effect = higher value. AID 2642;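 active means compounds whose thallium flux B-score, printed positive for inhibition, exceeds three library SD while starting fluorescence stays within three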;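 further: channel opened by potassium depolarization with thallium stimulus after 20 min compound exposure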
Target sequence (P51787 whole entry, looked up): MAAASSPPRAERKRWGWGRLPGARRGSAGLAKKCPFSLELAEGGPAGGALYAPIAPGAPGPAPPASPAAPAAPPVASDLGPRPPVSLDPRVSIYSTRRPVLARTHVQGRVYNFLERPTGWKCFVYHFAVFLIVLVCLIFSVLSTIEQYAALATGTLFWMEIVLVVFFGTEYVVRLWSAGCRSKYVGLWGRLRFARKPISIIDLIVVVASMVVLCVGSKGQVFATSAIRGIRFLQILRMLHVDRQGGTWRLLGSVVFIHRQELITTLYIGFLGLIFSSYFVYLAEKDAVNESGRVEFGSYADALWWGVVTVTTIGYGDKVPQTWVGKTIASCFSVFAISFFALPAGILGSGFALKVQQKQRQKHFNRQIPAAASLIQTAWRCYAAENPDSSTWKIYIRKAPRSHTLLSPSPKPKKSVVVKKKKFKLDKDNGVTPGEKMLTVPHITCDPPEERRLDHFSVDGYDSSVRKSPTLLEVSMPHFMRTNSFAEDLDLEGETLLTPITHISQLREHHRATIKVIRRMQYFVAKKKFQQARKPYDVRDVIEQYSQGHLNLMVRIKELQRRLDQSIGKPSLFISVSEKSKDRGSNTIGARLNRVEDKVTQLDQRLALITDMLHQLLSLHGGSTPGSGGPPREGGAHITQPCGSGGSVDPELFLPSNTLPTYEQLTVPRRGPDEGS
SKKanGAS inh = SKKanGAS growth inhibition; S. pyogenes SKKanGAS, kanamycin growth, BacTiter-Glo, 6 h; inhibition, % at 7.5 µM; 300,000 tested, 1.3% active; AID 1662;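 active means mean replicate score, as percent of positive control median, at least 50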;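 further: strain carries kanamycin resistance gene driven by streptokinase promoter and grows in 40 µg/ml kanamycin; loss of luminescence reflects streptokinase promoter inhibition or plain growth inhibition; 0% = median of DMSO wells and 100% = positive control at its reference dose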
TMEM16A inh = mouse TMEM16A channel inhibition, primary screen; Q8BHY3; HEK293 TMEM16A/YFP iodide influx fluorescence, ionomycin; normalized B-score (activity score, 25-100; higher = stronger inhibition) at 10 µM; 310,000 tested, 1.2% active;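 active means ratio plate-corrected score three or more library SD toward inhibition, starting fluorescence score within five deviations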;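 further: score derived from kinetic fluorescence span divided by baseline fluorescence per well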
KCNK9 inh = blocks the human KCNK9 two-pore domain potassium channel; AID 488922; 310,000 tested, 1.2% active; Q9NPC2; B-score at 10 µM; HEK293 KCNK9, FluxOR thallium flux fluorescence; stronger effect = lower value;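 active means ratio B-score over 3 SD below the library mean, with starting fluorescence within 5 SD of its mean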;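 further: negative B-score means less thallium flux so channel inhibition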
KCNK3 block = human KCNK3 channel inhibition, primary screen; O14649; CHO-KCNK3 thallium flux, FluxOR fluorescence; stronger effect = lower value; B-score at 10 µM; 340,000 tested, 0.84% active;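 active means B-score under library mean minus 4 SD, starting fluorescence ratio at most library mean plus 5 SD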;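 further: more negative B-score means stronger inhibition of thallium flux through KCNK3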
Target sequence (O14649 whole entry, looked up): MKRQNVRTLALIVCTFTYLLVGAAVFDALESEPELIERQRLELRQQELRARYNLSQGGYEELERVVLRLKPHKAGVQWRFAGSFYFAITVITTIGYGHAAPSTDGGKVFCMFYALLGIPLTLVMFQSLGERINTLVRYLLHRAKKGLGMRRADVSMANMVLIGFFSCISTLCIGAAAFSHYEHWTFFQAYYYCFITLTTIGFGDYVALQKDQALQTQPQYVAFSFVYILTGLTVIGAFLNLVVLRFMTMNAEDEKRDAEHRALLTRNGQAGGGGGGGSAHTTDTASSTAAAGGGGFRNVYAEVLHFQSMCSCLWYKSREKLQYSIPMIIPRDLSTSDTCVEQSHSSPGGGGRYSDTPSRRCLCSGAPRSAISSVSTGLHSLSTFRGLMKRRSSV
hERG protect = shields human hERG channel from block by proarrhythmic agents | 310,000 tested, 0.51% active | activation (rescue from dofetilide block), less the hit threshold, % at 10 µM | CHO-hERG, FluxOR thallium flux, dofetilide IC70 present | Q12809;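 active means activation above the mean of controls blocked by dofetilide plus 5 SD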;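 further: thallium influx through hERG after potassium depolarization seen as dye fluorescence rise; in these data hits start at about 4.7%; inactives centre near -7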
HDAC3 inhib = inhibitors of human histone deacetylase 3; O15379; recombinant HDAC3, fluorogenic peptide/trypsin coupled, fluorescence; inhibition, % at 8.3 µM; 320,000 tested, 0.15% active; in the data active means inhibition above about 26%, passing the limit was not always enough
KCNQ1 pot = potentiators or activators of human KCNQ1 potassium channel. 310,000 tested, 0.35% active. P51787. B-score at 10 µM. CHO-K1 KCNQ1, thallium flux FluxOR fluorescence; stronger effect = higher value;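 active means fluorescence ratio B-score, a plate-corrected score, at least three library SD, with initial intensity B-score within 5 SD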
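Assay system: CHO-K1 cells stably expressing KCNQ1; Medium: assay buffer with matched DMSO; Also added: K+/Tl+ depolarizing stimulus; Dosing: single dose; Timing: dye 90 min, compound 20 min, room temperature; Measured by: kinetic FluxOR thallium fluorescence, 10-s 1-Hz baseline, 110-s post-stimulus read; Read-out: peak-minus-minimum fluorescence over initial fluorescence, negative-control normalized, B-scored.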
Starred values were filed as active, the others as inactive; i = inactive; · = not tested or not shown. Random draw from the library. About 6.3% of those tested had a hit in this group.

SMILES	TMEM16A act	RGS4 inh	RGS4 pot	KCNQ1 inh	SKKanGAS inh	TMEM16A inh	KCNK9 inh	KCNK3 block	hERG protect	HDAC3 inhib	KCNQ1 pot
CCC/S(C)=N/S(=O)(=O)c1ccc(C)cc1 (stereo not drawn)	i	i	i	i	-7	i	i	i	-5	-1	i
CCOC(=O)c1oc2ccccc2c1COC(=O)CNC(=O)c1ccccc1OC	i	i	i	i	-6	i	i	i	-13	·	i
C=Cc1ccc(CSc2cc(C)nc3nc(C)nn23)cc1	i	i	i	i	1	i	i	i	-9	31*	i
S=C(NCc1cccnc1)Nc1ccc(Cl)c(Cl)c1	i	i	i	i	6	i	i	i	-15	-1	i
CCOC(=O)c1ccc(NC(=O)C2CCCN(S(=O)(=O)c3ccc(F)cc3)C2)cc1 (stereo not drawn)	i	i	i	i	4	25*	i	i	-27	·	i
COc1ccc(CCNC(=O)c2cn3ccc(C)cc3n2)cc1OC	i	i	i	i	-13	i	i	i	-5	-2	i
COc1ccc(NC(=O)CCSCCC(=O)Nc2ccc(OC)cc2OC)c(OC)c1	i	i	i	i	-10	i	i	i	-7	-5	i
O=C(CC1SCCNC1=O)Nc1ccc(Cl)c(Cl)c1 (stereo not drawn)	i	i	i	i	1	i	i	i	-18	8	i
CCCn1c(N)c(N(CCOC)C(=O)c2ccc([N+](=O)[O-])cc2Cl)c(=O)[nH]c1=O	i	i	i	i	2	i	i	i	-7	-3	i
COC(=O)c1ccc(Nc2nc3ccc(C)cc3n3cnnc23)cc1	i	i	i	i	9	i	i	i	-2	-2	i
CCOCc1nnc(NC(=O)C2CC(=O)N(CCc3ccc(F)cc3)C2)s1 (stereo not drawn)	i	i	i	i	2	i	i	i	-3	-2	i
COc1ccc(OC)c(S(=O)(=O)N2CCC(C(=O)N(C)Cc3ccccc3)CC2)c1	i	i	i	i	-5	i	i	i	-15	1	i
COc1ccccc1CNC(=O)CNC(=O)[C@@H]1Cc2ccccc2CN1	i	i	i	i	1	i	i	i	-6	-2	i
CCc1nc(C)cn1S(=O)(=O)c1cc(OC)c(C)cc1C	·	i	i	i	0	i	i	i	-12	-10	i
NC(=O)c1ccccc1NC(=O)c1ccccc1S(=O)(=O)c1ccccc1[N+](=O)[O-]	i	i	i	i	4	i	i	i	-9	1	i
Cc1ccc(C(=O)NCC(=O)OC(C)C(=O)NCCC2=CCCCC2)cc1C (stereo not drawn)	i	i	i	i	0	i	i	i	-5	4	i
CCCc1cc(C(=O)Nc2cccnc2Cl)no1	i	i	i	i	4	i	i	i	-2	12	i
CCCNC(=O)NC(=O)COC(=O)c1ccc(OC)c(S(=O)(=O)N2CCCc3ccccc32)c1	i	i	i	i	26	i	i	i	-5	4	i
COc1ccc(OC)c(NC(=S)Nc2ccccc2)c1	i	i	i	i	0	i	i	i	-8	3	i
COc1cc(C2C(C(=O)C(C)(C)C)=C(O)C(=O)N2Cc2ccccc2)ccc1O (stereo not drawn)	i	i	i	i	3	i	i	i	-3	-1	i
COc1ccccc1CNS(=O)(=O)c1ccc2c(c1)oc(=O)n2C	i	i	i	i	-4	i	i	i	-9	-4	i
COc1cccc(NC(=O)CN2CCN(S(=O)(=O)c3ccc(F)cc3)CC2)c1	i	i	i	i	0	i	i	i	-7	7	i
Cc1ccccc1NC(=O)COC(=O)c1ccc(CSc2ccc(Cl)cc2)cc1	i	i	i	i	8	i	i	i	-8	·	i
Oc1ccc(Br)cc1-c1cc(-c2ccccc2F)[nH]n1	i	i	i	i	14	i	i	i	-11	4	i
CCC1CCCCN1CCCNC(=O)Cn1nc(C)n2nc(-c3ccccc3)cc2c1=O (stereo not drawn)	i	i	i	i	-4	i	i	i	-9	7	i
CC1CN(C(=O)Nc2ccc3snnc3c2)c2ccccc21 (stereo not drawn)	i	i	i	i	0	i	i	i	-13	5	i
O=C(CCNC(=O)c1ccccc1)NCC1CCCCC1	i	i	i	i	-5	i	i	i	-13	0	i
COc1ccc(Cl)cc1Nc1nc(C)nc2c1oc1ccccc12	i	i	i	i	1	i	i	i	-3	-5	i
O=c1[nH]c2ccccc2cc1-c1nnn(-c2ccc(Cl)c(Cl)c2)n1	i	i	i	i	-4	i	i	i	-3	1	i
COc1ccccc1C(=O)NCCNc1nc2cc(C)cc(C)c2cc1C#N	i	i	i	i	4	i	i	i	-2	-11	i
Cc1ccc2c(c1)C(c1ccc([N+](=O)[O-])cc1)=NNC(c1ccc(Br)cc1)=N2	i	i	i	i	13	i	i	i	-4	7	i
O=C(CCCn1c(=S)[nH]c2cc3c(cc2c1=O)OCO3)NCCc1ccccc1Cl	i	i	i	i	23	i	i	i	-5	6	i
O=C(NCc1cccnc1)/C(=C\c1ccc(-c2ccc(Br)cc2)o1)S(=O)(=O)c1ccccc1	i	i	i	i	-6	i	i	i	-6	-4	i
O=C(NCc1ccco1)c1ccc(Cl)nc1	i	i	i	i	-4	i	i	i	-9	·	i
O=C(Nc1ccccc1)OC1C2CCC1C(N1CCCCC1)CC2 (stereo not drawn)	i	i	i	i	-5	i	i	i	-4	4	i
CC(C)CCn1c(CN2CCN(c3cccc(Cl)c3)CC2)nc2c1c(=O)n(C)c(=O)n2C	i	i	i	i	30	i	i	i	-7	-2	i
COc1cc(C)c(Cl)cc1S(=O)(=O)NCc1ccco1	i	i	i	i	0	i	i	i	-5	-6	i
O=C(NC1CC1)C1=C[C@H](C2CCCCC2)C[C@H](OCCCCO)O1	i	i	i	i	1	i	i	i	-6	0	i
CCn1c(NCc2cccc(OC)c2OC)nc2ccccc21	i	i	i	i	3	i	i	i	-8	3	i
CCCCNC(=O)c1cn(CC)c2ccc(S(=O)(=O)N3CCCC3)cc2c1=O	i	i	i	i	-6	i	i	i	-8	1	i
CCOC(=O)N/N=C/c1cn(Cc2ccc(F)cc2)c2ccccc12	i	i	i	i	18	i	i	i	-4	1	i
O=C(NC1CCCCCC1)c1c2c(nc3ccccc13)CCN(Cc1ccccc1)C2	i	i	i	i	-4	i	i	i	-11	-7	i
CC(C)(C)c1cc(=O)[nH]c(SCc2ccccc2Cl)n1	i	i	i	i	·	i	i	i	-6	4	i
O=C(CCc1nc2ccccc2[nH]c1=O)OCc1ccc(S(=O)(=O)N2CCOCC2)cc1	i	i	i	i	4	i	i	i	-3	0	i
CCOc1c2ccc(C(=O)NCc3cc(C(F)(F)F)cc(C(F)(F)F)c3)cc2nn1CCOC	i	i	i	i	6	i	i	i	-6	-13	i
O=C(C1CCCO1)N1CCN(S(=O)(=O)c2ccc(F)cc2)CC1 (stereo not drawn)	i	i	i	i	-9	i	i	i	-13	-2	i
CN(Cc1ccccc1)c1nc(N)c([N+](=O)[O-])c(NCc2ccccc2)n1	i	i	i	i	-2	i	-10*	i	-11	-6	i
CN(C(=O)CSc1nnc(-c2ccccc2F)o1)c1ccccc1	i	i	i	i	-3	i	i	i	-7	-2	i
COc1ccc(-c2csc(NC(=O)c3cccs3)c2C(=O)O)cc1OC	-41*	i	i	i	6	i	i	i	3	-8	i
CC(C)N1CSC(=S)N(Cc2ccccc2)C1	i	i	i	i	0	i	i	i	-25	-1	i
OCc1ccc(-c2nn(Cc3ccccc3)c3ccccc23)o1	i	5.1*	i	i	-6	i	i	i	-8	-35	i
Cc1ccc(NS(=O)(=O)c2ccc3c(c2)NC(=O)C(C)C(=O)N3)c(Br)c1 (stereo not drawn)	i	i	i	i	0	i	i	i	-5	-10	i
COc1ccc(C)cc1N(C(=O)COc1cccc(F)c1)c1nc2ccccc2s1	i	i	i	i	7	i	i	i	-14	1	i
CCn1c(-c2cccnc2)n[nH]c1=S	i	i	i	i	11	i	i	i	-4	·	i
CCC(=O)NCCNc1nc2cc(C)c(C)cc2cc1C#N	i	i	i	i	-1	i	i	i	-13	-25	i
CCC1CCC(c2nnc(-c3ccc([N+](=O)[O-])cc3)o2)CC1 (stereo not drawn)	i	i	i	i	-1	i	i	i	-4	4	i
CCOC(=O)c1cc(-c2ccc(C)cc2)nc2nc(SC)[nH]c(=O)c12	i	i	i	i	15	i	i	i	-11	0	i
O=C1c2ccccc2C(O)(c2ccccc2)N1CCc1ccccc1 (stereo not drawn)	i	i	i	i	9	i	i	i	-11	3	i
O=C(O)COCC(=O)N1CCN(C(c2ccccc2)c2ccccc2)CC1	i	i	i	i	0	i	i	i	-8	-3	i
COc1ccc(NC(=O)CN(c2ccccc2F)S(=O)(=O)c2ccc(C)cc2)cc1	i	i	i	i	1	i	i	i	-10	13	i

The list continues:
SMILES	TMEM16A act	RGS4 inh	RGS4 pot	KCNQ1 inh	SKKanGAS inh	TMEM16A inh	KCNK9 inh	KCNK3 block	hERG protect	HDAC3 inhib	KCNQ1 pot
CCN1CCN(C(=O)/C=C/c2ccc([N+](=O)[O-])cc2)CC1	i	i	i	i	-4	i	i	i	-5	5	i
N/C(=N\c1nc2c(c(=O)[nH]1)CCC2)Nc1cccc(Cl)c1	i	i	i	i	5	i	i	i	-7	3	i
CCOC(=O)C1(Cc2cccc(OC)c2)CCN(C(C)CC(C)(C)O)CC1 (stereo not drawn)	i	i	i	i	2	i	i	i	-6	1	i
CCOCCCNc1ncnc2c1[nH]c1ccccc12	i	i	i	i	0	i	i	i	-12	3	i
COc1ccc(C)cc1NC(=O)c1nnn(Cc2cccc(C(F)(F)F)c2)c1N	i	i	i	i	-24	i	i	i	-3	4	i
Cc1ccc(OCCCn2ccnc2)c(Br)c1	i	i	i	i	6	i	i	i	-2	1	i
CC1=C(C(=O)Nc2ccccn2)C(c2ccc(Cl)cc2Cl)NC(=S)N1 (stereo not drawn)	i	i	i	i	0	i	i	i	-6	1	i
CC(=O)c1ccc(OCc2cc(C(=O)NC3CCCCC3)no2)cc1	i	i	i	i	6	i	i	i	-8	-2	i
CSc1nc(SCC(N)=O)c2c3c(sc2n1)CN(C)CC3	i	i	i	i	-7	i	i	i	-8	-12	i
CCOC(=O)c1ccc(NC(=O)CC2OCCN(CC)C2=O)cc1 (stereo not drawn)	i	i	i	i	-6	i	i	i	-20	0	i
O=C1CSC(c2cccnc2)N1c1ccc(F)cc1 (stereo not drawn)	i	i	i	i	-10	i	i	i	-19	5	i
